M18AAP inhibitor – PfM18AAP inhibitors, malaria aminopeptidase, primary screen, biochemical, QFRET, recombinant enzyme | M18 aspartyl aminopeptidase (Plasmodium falciparum 3D7) | H-Glu-NHMec fluorogenic cleavage | inhibition, % at 7.35 µM | 1.2% of 290,000 active | AID 1822, 2009;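 active = inhibition above the campaign mean inhibition over all tested compounds plus 3 SD, cut at about 28% in these data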;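 also: 0% = plate median of test compound wells and 100% = 2 mM ZnCl2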
IDE cell inh – human IDE inhibitors in live cells, primary screen, fluorescence polarization, HEK cells, FAbetaB substrate. inhibition, % at 5.59 µM. 0.41% of 320,000 active. Insulin-degrading enzyme (Homo sapiens), P14735. FAbetaB cleavage;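 active = percent inhibition above the average of all tested compounds plus 3 SD, set per screening campaign, cut at about 16% in these data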;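 also: IDE supplied by intact live HEK cells; FP after avidin binding of uncleaved biotin substrate so inhibition keeps polarization high; 0% = DMSO wells and 100% = 60 µM reference IDE inhibitor Ii1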
UBC9 SUMO inh – inhibitors of in vitro SUMOylation cascade, primary screen, biochemical, HTRF, uHTS. inhibition, % at 35 µM. AID 2006, 2009. 0.36% of 290,000 active. HTRF SUMOylation assay, SAE1/SAE2 + UBC9. SUMO-conjugating enzyme UBC9 (Homo sapiens), P63279; in the data active = inhibition above about 50%, passing the limit was not always enough; also: strong numbers were not always called active
Target sequence (P63279 whole entry, looked up): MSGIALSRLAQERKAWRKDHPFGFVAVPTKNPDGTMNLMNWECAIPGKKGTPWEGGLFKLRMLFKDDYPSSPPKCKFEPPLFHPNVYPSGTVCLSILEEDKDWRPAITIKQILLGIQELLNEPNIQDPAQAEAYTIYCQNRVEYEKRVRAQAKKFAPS
NALP1 yeast inh – NALP1 inflammasome inhibitors in reconstituted yeast, colorimetric, S. cerevisiae, triplicate retest | S. cerevisiae NALP1/ASC/caspase-1 growth, X-gal OD620, 72 h | inhibition, % at 10 µM | 0.61% of 280,000 active | AID 2071, 2009; in the data active = inhibition mostly above about 24%, no sharp cut-off; inactive = mostly below about 32%; also: some compounds called inactive have numbers as strong as hits
MEKK3 PB1 HTS – modulators of MEKK3-MEK5 PB1 binding, primary screen, biochemical, wildtype MEKK3, multiplex bead flow cytometry, Alexa488-MEK5; Mitogen-activated protein kinase kinase kinase 3 (Homo sapiens), Q99759; AID 1529, 2009; binding response (% of control), % at 10 µM; 1.4% of 290,000 active; bead-based flow cytometry, Alexa488-MEK5 binding to MEKK3; actives lie on both sides; 0 = blocked by unlabeled MEK5, 100 = vehicle;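 active = binding response more than 3 SD above or below the average of its plate-row segment, actives on both sides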;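 also: Alexa488 bead fluorescence after subtracting the streptavidin-only scavenger bead signal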
Target sequence (Q99759 whole entry, looked up): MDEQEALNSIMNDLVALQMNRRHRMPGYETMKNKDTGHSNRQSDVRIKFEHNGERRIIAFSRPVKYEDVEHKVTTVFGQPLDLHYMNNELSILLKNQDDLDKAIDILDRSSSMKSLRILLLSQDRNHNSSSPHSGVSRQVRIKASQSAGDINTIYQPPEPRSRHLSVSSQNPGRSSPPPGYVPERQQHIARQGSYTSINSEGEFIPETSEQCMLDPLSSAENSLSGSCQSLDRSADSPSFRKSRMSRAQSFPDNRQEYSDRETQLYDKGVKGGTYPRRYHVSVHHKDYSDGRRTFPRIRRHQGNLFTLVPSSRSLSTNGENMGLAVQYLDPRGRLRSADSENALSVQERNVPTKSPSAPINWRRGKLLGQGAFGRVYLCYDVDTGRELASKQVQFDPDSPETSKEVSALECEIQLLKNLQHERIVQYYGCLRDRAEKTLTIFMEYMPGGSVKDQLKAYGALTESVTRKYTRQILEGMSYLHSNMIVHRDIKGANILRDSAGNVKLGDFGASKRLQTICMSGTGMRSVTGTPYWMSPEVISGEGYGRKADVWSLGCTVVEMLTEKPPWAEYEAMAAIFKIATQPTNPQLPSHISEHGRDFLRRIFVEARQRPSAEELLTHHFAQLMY
IDE act – human IDE activators in live cells, primary screen, fluorescence polarization, HEK cells, FAbeta-B substrate; FAbeta-B cleavage; 0% vehicle, 100% cell-free pure enzyme wells; activation, % at 5.96 µM; 0.073% of 340,000 active; AID 493087, 2011;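 active = activation above the mean of all tested compounds plus 3 SD, set per screening campaign, cut at about 17% in these data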
pCIP destab – p/CIP-EGFP fusion destabilizers, primary screen, fluorescence, F442A cells; decrease of EGFP signal, % at 10 µM; 0.01% of 290,000 active; AID 1984, 2009; 16 h; Q05BA5;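 active = EGFP signal decrease of at least 30% at 10 µM or well 3 SD below plate mean, unless failing retest; inactive = the rest, including hits failing retest or dose response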; also: some compounds called inactive have numbers as strong as hits; many of its hits are not listed in these tables
MEKK2wt PB1 HTS – modulators of MEK5 binding to wildtype MEKK2, primary screen, biochemical, multiplex bead flow cytometry, Alexa488-MEK5 | Alexa488-MEK5 binding to MEKK2 WT; actives lie on both sides | Mitogen-activated protein kinase kinase kinase 2 (Homo sapiens), Q9Y2U5 | binding response (% of control), % at 10 µM | 1.1% of 290,000 active; in the data active = binding response below about 67% or above about 130%
MEKK2mut PB1 HTS – MEK5 binding signal on mutant MEKK2 PB1, primary screen, biochemical, multiplex bead flow cytometry, Alexa488-MEK5; AID 1530, 2009; 0.35% of 290,000 active; percent response, % at 10 µM; Alexa488-MEK5 binding to MEKK2 mutant; in the data active = percent response above about 24%, passing the limit was not always enough; also: inactives centre near 1; some results filed as inactive read as strong as hits; reference of the scale not given here
Starred values were filed as active, the others as inactive; . = not tested or not shown; & = joins results of further samples; [ ] = dose if it differs, or a comment. Not all compounds are listed; the hit share may differ from the screen's.

IDE act	NALP1 yeast inh	M18AAP inhibitor	MEKK3 PB1 HTS	MEKK2wt PB1 HTS	IDE cell inh	UBC9 SUMO inh	smiles	MEKK2mut PB1 HTS	pCIP destab
0.7	-5.3	-2.4	103.0	95.0	0.3	-17.7	N/C(=N\OS(=O)(=O)c1ccc2ccccc2c1)c1ccncc1	-3.0	3.3
-1.3	16.0	2.4	99.0	104.0	-18.6	-5.3	OC(COc1ccc(Br)cc1)CN1CCN(c2ccccc2)CC1 (stereo not given)	3.0	-8.7
1.6	-7.0	7.0	100.0	102.0	-1.3	-14.0	O=C(O)CCC(NC(=O)OCc1ccccc1)C(=O)O (stereo not given)	0.0	0.6
7.9	-15.8	-2.4	101.0	114.0	0.8	-0.2	NCCCC(=O)N1c2ccccc2Sc2ccccc21	2.0	-3.1
-5.7	-1.8	19.0	.	.	-0.1	-2.8	S=c1nc(-c2ccccc2)[nH]n1-c1ccccc1	.	-5.8
.	33.0	-0.4	.	.	3.0	-14.6	CC(C)Cn1cc(C(=O)NC2CCN(Cc3ccccc3)CC2)c2c3ccccc3n(C)c2c1=O	.	1.0
2.6	.	-2.6	90.0	97.0	-0.9	11.1	Cc1nn(C)c(C)c1/C=C(/C(=O)C(C)(C)C)n1cncn1	-19.0	0.8
-0.3	9.3	0.1	87.0	83.0	4.3	-19.7	COc1cc(/C=N/NC(=O)c2nnn(-c3nonc3N)c2C(C)C)ccc1OCc1ccccc1	-21.0	-12.6
4.1	23.5	5.5	115.0	118.0	-2.0	9.2	C=CCc1ccc(OCCCN2CCCC(C)C2)c(OC)c1 (stereo not given)	5.0	1.7
-7.9	-11.2	1.8	99.0	101.0	5.6	6.4	C=CCn1c(=O)c2ccccc2n2c(SCC(=O)c3ccccc3)nnc12	1.0	1.7
-19.2	-5.9	24.3	109.0	107.0	4.0	13.6	CCc1ccc(C2CC(=O)N3CN(c4ccccc4)CSC3=C2C#N)cc1 (stereo not given)	0.0	-0.5
2.5	11.9	0.7	98.0	95.0	-4.3	7.1	CN1C(=O)NC(NS(=O)(=O)c2ccc(N)cc2)(C(F)(F)F)C1=O (stereo not given)	-1.0	-15.0
4.0	6.6	1.9	95.0	93.0	2.3	35.7	CCOC(=O)CSc1nc2ccccc2c(=O)n1CC1CCC(C(=O)NCc2ccco2)CC1 (stereo not given)	-2.0	-7.7
2.1	-13.2	8.1	63.0	78.0	-0.8	-0.3	CCOC(=O)c1c(C)c(C#N)c2c3ccccc3ccn12	-17.0	-1.1
5.8	18.3	0.8	98.0	93.0	4.2	-12.9	C#CCNC(=O)C(C)c1ncc(C(F)(F)F)cc1Cl (stereo not given)	-6.0	8.4
.	38.3	2.9	101.0	102.0	.	0.9	O=P(O)(CN1CCCCC1)CN1CCCCC1	-1.0	-6.7
1.1	15.9	1.2	102.0	99.0	-1.0	0.8	C=CCn1c(SCc2ccccc2)nc(O)cc1=O	-4.0	-8.0
3.5	12.1	-0.4	99.0	102.0	0.5	17.1	Cc1cc(O)c(C(=O)Nc2cccc(Cl)c2)c(=O)n1C	2.0	2.9
2.5	-15.3	-13.1	103.0	106.0	1.8	-0.4	CNC(=S)N1CCN(S(=O)(=O)c2ccc3ccccc3c2)CC1	3.0	-1.4
6.1	22.0	2.8	99.0	97.0	-1.5	-17.3	O=C(Nc1cccc(C(=O)O)c1)/C(=C\c1ccc2c(c1)OCO2)NC(=O)c1ccccc1Cl	-5.0	-0.6
-6.2	16.1	2.1	96.0	96.0	-2.8	5.4	CC1CCC(NC(=O)CCN2C(=O)C3C4C=CC(C4)C3C2=O)CC1 (stereo not given)	-2.0	-4.4
0.7	5.1	6.5	100.0	95.0	-3.5	7.3	CCS(=O)(=O)c1ccc(O)c(NC(=O)COc2ccc(Cl)cc2)c1	-2.0	-5.7
0.4	21.8	-10.8	105.0	106.0	1.7	-1.8	Cc1ccc(C(=O)NCc2nnc(SCC(=O)Nc3ccccc3)n2C)cc1	-2.0	12.8
4.5	7.6	-1.1	107.0	102.0	3.5	19.8	O=C(Cc1ccc(Cl)cc1)Nc1ccc(NC(=O)c2ccccc2)cc1	18.0	-5.6
.	17.4	-2.1	100.0	91.0	3.9	17.6	COc1ccc2[nH]cc(CCNS(=O)(=O)c3ccc(NC(C)=O)cc3)c2c1	-11.0	12.1
2.3	9.4	-3.6	104.0	102.0	-0.5	20.0	Clc1ccc2nc(-c3ccc(Cl)nc3)[nH]c2c1	3.0	-6.3
-1.6	11.4	1.4	108.0	109.0	0.1	2.0	CCC(COC)NCc1cn(-c2ccc(OC)cc2)nc1-c1cccc(F)c1 (stereo not given)	-6.0	-3.2
1.3	-2.8	-1.8	109.0	99.0	-2.5	-14.8	O=C(CSc1ccc(Cl)cc1)Nc1ccccc1N1CCN(C(=O)c2ccccc2)CC1	9.0	2.6
-1.3	0.9	-5.1	101.0	96.0	-4.3	13.4	Cc1cccc(C)c1OCC(=O)N(Cc1ccco1)C1CCS(=O)(=O)C1 (stereo not given)	-4.0	-3.1
1.0	2.3	5.9	93.0	94.0	0.0	11.0	O=C(OCc1ccc(COC(=O)c2ccccn2)cc1)c1ccccn1	0.0	-1.7
2.7	14.4	2.1	101.0	101.0	-1.8	11.8	O=C(Nc1nc2c(cc3c4c(cccc42)CC3)s1)c1ccccc1Cl	9.0	2.6
.	.	-15.5	100.0	97.0	7.1	14.2	O=C(O)CC1(CC(=O)Nc2ccc3ccccc3n2)CCCCC1	0.0	-5.9
-3.9	-7.1	6.1	114.0	97.0	-0.5	1.7	CCCCc1ccc(-n2c(Cc3cccs3)n[nH]c2=S)cc1	-7.0	-10.3
6.0	1.9	-3.1	105.0	111.0	.	-6.2	O=[N+]([O-])c1ccc(CSc2nnc(-c3cccnc3)o2)cc1	6.0	-4.0
3.6	22.2&14.9	3.1&1.1	113.0&102.0&91.0	101.0&76.0&92.0	0.6	-13.6&11.0	CN1CCN(C2=Nc3ccccc3Oc3ccc(Cl)cc32)CC1	8.0&-34.0&3.0	-13.7&-14.7
1.3	23.5	-5.7	93.0	96.0	2.7	13.6	CCc1nnc(NC(=O)CCC(=O)NCc2ccc(OC)cc2)s1	-12.0	-14.2
-4.1	11.0	5.0	105.0	106.0	0.4	18.6	COc1ccc(-c2cc3ccccc3nc2N)cc1OC	4.0	-11.7
-7.3	47.6	-6.9	99.0	100.0	0.6	8.5	CCOc1ccc(C(=O)Nc2ccc(-c3nc4ccccc4[nH]3)cc2)cc1[N+](=O)[O-]	10.0	-4.9
-3.3	10.1	1.1	107.0	111.0	-4.0	7.8	Cc1ccc(S(=O)(=O)NCC(=O)N(CC2CCCO2)C(C(=O)NC2CCCC2)C(C)C)cc1 (stereo not given)	10.0	-5.5
6.3	7.9	6.1	100.0	102.0	2.4	5.8	Cc1c(C)c2ccc(OC(C)C(=O)N3CC[C@@]4(O)CCCC[C@H]4C3)c(C)c2oc1=O (stereo not given in full)	3.0	-6.4
6.1	8.4	-7.2	88.0	86.0	3.7	16.0	CCOC(=O)c1cc(C)n(-c2ccccc2)c1C	-18.0	3.9
-0.7	-3.8	0.2	116.0	111.0	0.6	8.0	COc1ccc(CC(=O)OCN2C(=O)c3ccccc3C2=O)cc1	16.0	-10.6
.	-11.4	0.5	88.0	88.0	.	24.4	COC(=O)/C=C/c1sc2nc(C)cc(C)c2c1N=CN(C)C	-9.0	3.4
-2.9	-6.6	-3.9	106.0	107.0	-7.8	16.0	COc1cc(CNCCO)ccc1OC1CCCC1	6.0	-5.9
2.5	18.5	7.2	99.0	98.0	-5.9	15.4	CC(C)(C)C1CCC(C(=O)Nc2cccnc2)CC1 (stereo not given)	0.0	-4.9
2.3	11.2	-16.5	107.0	112.0	-2.2	8.5	COC(=O)c1ccc(CSc2nnc(CNC(=O)COc3ccc(Cl)cc3)o2)o1	9.0	-2.8
3.1	19.0	-3.6	102.0	103.0	2.4	.	CC(C)c1nnc(NC(=O)CCC(=O)NC2CCCCCC2)s1	8.0	-11.2
7.8	2.5	4.1	111.0	105.0	-2.3	0.9	CC(C)[C@H](NC(=O)NC1CCN(Cc2ccccc2)CC1)C(=O)O	9.0	-3.3
2.6	-5.1	-3.2	98.0	101.0	2.7	10.2	NC(=O)C1CCN(C(=O)COc2ccc3ccc(=O)oc3c2)CC1	0.0	13.1
0.1	16.3	4.8	107.0	111.0	0.3	20.5	Cc1cc(C)cc(NC(=O)NN2C(C)CCCC2C)c1 (stereo not given)	7.0	5.8
8.1	1.7	1.0	100.0	106.0	0.1	-4.8	CC(=O)N1CCc2cc(S(=O)(=O)CCC(=O)NCc3ccc(Cl)cc3)ccc21	-6.0	-5.5
2.2	22.4	-6.7	100.0	95.0	4.0	21.4	CC1(C)CC(=O)C2=C(C1)Nc1cc3c(cc1C2c1ccc2c(c1)OCO2)OCO3 (stereo not given)	2.0	0.4
6.2	15.6	0.2	72.0*[inhibitor]	89.0	2.3	-1.9	COc1ccc(NS(=O)(=O)c2cccc3cccnc23)cc1	-2.0	4.8
4.2	11.5	4.9	91.0	153.0*[inhibitor]	-1.0	-2.4	CCN1CCCC1CNC(=O)c1ccc2c(c1)NC(=O)/C(=C\c1ccc(OC)c(OC)c1)S2 (stereo not given)	25.0*	-9.0
3.5	-3.1	-0.5	99.0	102.0	-5.7	-0.1	O=C(O)c1ccc2c(c1)nnn2C1CCCCC1	1.0	-1.5
6.3	-48.9	5.8	104.0	103.0	7.0	14.9	COC(=O)CSc1nc(NC#N)nc(NC(C)(C)C)n1	3.0	-11.6
4.7	-1.8	28.4*	89.0	84.0	2.2	94.0	Oc1ccc(N=Cc2c(O)ccc3ccccc23)cc1	1.0	-0.3
13.2	2.8	0.9	97.0	97.0	-9.8	-4.3	CCOc1ccc(N2C(=O)NC(Cc3c[nH]c4ccccc34)C2=O)cc1 (stereo not given)	6.0	-11.2
3.6	14.4	-11.6	104.0	105.0	-1.0	-4.2	CCOC(=O)CC1C(=O)NCCN1C(=O)c1ccc(Cl)c(Cl)c1 (stereo not given)	2.0	-7.4
4.6	-4.6	1.4	100.0	98.0	6.8	11.9	Cc1onc(-c2ccccc2Cl)c1C(=O)N1CCCc2ccccc21	-1.0	-18.0
2.3	-8.3	8.6	96.0	92.0	5.3	-9.9	Cn1c(-c2ccccc2)c(/C=N/NC(=O)c2ccc(O)cc2)c2ccccc21	-3.0	-3.9
1.4	15.6	4.2	102.0	103.0	-0.5	8.8	O=C(CCN1CCCCC1)Nc1cccc(Br)c1	2.0	-8.6
0.6	-6.3	2.5	102.0	102.0	3.9	2.9	Cc1c(Cl)cccc1NC(=O)CSc1nc2ncc(Cl)cc2[nH]1	-1.0	1.1

Bioassay records: PubChem, several laboratories
